AGP1 TOR yeast: modulators of AGP1-GFP expression in yeast TOR pathway, primary screen, cell-based, multiplex flow cytometry, S. cerevisiae, MLPCN library. 3 h; GFP as percent of DMSO wells. GFP response vs DMSO, % at 10 µM. 320,000 compounds, 0.02% hits. AID 2066, 2009;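 active = GFP response relative to DMSO above a set limit, near screen average plus 3 SD, cut at about 150% in these data; inconclusive = fewer than 70 cells counted for the yeast strain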;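 also: median GFP channel fluorescence of the gated AGP1 strain per well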
RPL19A TOR yeast: RPL19A-GFP expression modulators in yeast, primary screen, cell-based, S. cerevisiae, multiplex flow cytometry, MLPCN. S. cerevisiae RPL19A-GFP strain, 3 h; hits give low values. percent response vs DMSO, % at 10 µM. 330,000 compounds, 0.3% hits;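 active = percent response vs DMSO below 50%; inconclusive = fewer than 70 events counted for the yeast strain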;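 also: median channel GFP fluorescence of the barcoded RPL19A-GFP strain; ratio of sample median GFP to plate DMSO average so 100% = DMSO; lower means less RPL19A-GFP as with rapamycin TOR inhibition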
AHR act: AHR activators, primary screen, cell-based, luminescence, luciferase reporter, human; AHR-responsive luciferase reporter cells; AID 2796, 2010; Aryl hydrocarbon receptor (Homo sapiens), P35869; activation, % at 5 µM; 320,000 compounds, 2.5% hits; in the data active = activation above about 47%;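 also: 0% = vehicle wells and 100% = reference agonist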
Efflux pump mplx: inhibitors of Candida efflux pumps in yeast, primary screen, S. cerevisiae, Nile Red, multiplex. S. cerevisiae Candida pump triplex. inhibition, % at 10 µM. 330,000 compounds, 0.44% hits. AID 485275, 2010;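 active = plate passing quality check with inhibition over a set limit, or well fluorescence over plate mean plus 4 SD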;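 also: Nile Red retained in pooled yeast measured as flow cytometry median fluorescence; 0% = buffer negative control and 100% = Enniatin B positive control; higher means more Nile Red kept so more efflux inhibition; some compounds called inactive have numbers as strong as hits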
CIT2-GFP yeast: modulators of CIT2-GFP expression in yeast, primary screen, S. cerevisiae, GFP fusion, multiplex flow cytometry, MLPCN library; S. cerevisiae CIT2-GFP strain, 3 h; 100 means same as DMSO wells; 320,000 compounds, 0.065% hits; GFP response vs DMSO, % at 10 µM;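 active = GFP response relative to DMSO above a set limit, near the screen mean plus 3 SD, cut at about 150% in these data; inconclusive = Fewer than 70 cells measured for a yeast strain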;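 also: ratio of well median GFP fluorescence to mean of DMSO wells on the plate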
MEP2 TOR yeast: modulators of MEP2-GFP levels in yeast, primary screen, S. cerevisiae, multiplex flow cytometry, MLPCN library; S. cerevisiae MEP2-GFP strain, 3 h; 100% = DMSO control level; GFP response vs DMSO, % at 10 µM; 330,000 compounds, 0.51% hits;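 active = GFP response versus DMSO above a set limit, roughly screen mean plus 3 SD, cut at about 180% in these data; inconclusive = fewer than 70 cells counted for a yeast strain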;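 also: median GFP fluorescence of the barcode-gated MEP2-GFP cells per well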
LAP4 TOR yeast: modulators of LAP4-GFP expression in yeast, primary screen, S. cerevisiae, multiplex flow cytometry, MLPCN library; 3 h; median GFP as percent of DMSO wells; GFP response vs DMSO, % at 10 µM; 320,000 compounds, 0.34% hits;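 active = GFP response vs DMSO above a set limit, about the screen mean plus 3 SD, cut at about 150% in these data; inconclusive = under 70 cell events counted for the yeast strain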
CR mimetic SO: reduction of superoxide in aged yeast, primary screen, HTS; AID 2690, 2010; superoxide response (% of plate mean), % at 10 µM; S. cerevisiae aged cells, superoxide DHE fluorescence; hits give low values; 330,000 compounds, 0.18% hits;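 active = superoxide response under a set limit, about three screen SD below normal, cut at about 65% in these data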;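 also: yeast aged for seven days with compound at 30 °C before DHE staining; 100% = average MFI of all compound-treated wells on the plate with controls excluded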
Starred values were filed as active, the others as inactive; ? = inconclusive; / = no result given; [ ] = dose if it differs, or a comment.

SMILES	AGP1 TOR yeast	RPL19A TOR yeast	AHR act	Efflux pump mplx	CIT2-GFP yeast	MEP2 TOR yeast	LAP4 TOR yeast	CR mimetic SO
Cc1cccc(C(=O)N[C@H](C(=O)NCCc2ccc(S(N)(=O)=O)cc2)C(C)C)c1	108	102	-2	0.1	106	104	102	87
CCOc1ccc(C(=O)NCC(=O)NC(C)CCc2ccccc2)cc1OCC (configuration not stated)	97	112	/	0.3	97	109	89	85
CCOc1ccccc1NC(=O)N1C2CCCC1CC(NC(=O)C1CC1)C2 (configuration not stated)	99	101	3	-0.1	96	100	102	101
OC(COc1cccc(OCC(O)CN2CCCC2)c1)CN1CCCC1 (configuration not stated)	97	94	-1	0.0	103	98	98	112
Cc1noc(C)c1C(=O)OCC(=O)N1CCc2ccccc21	94	97	1	0.2	89	99	96	108
CCOc1ccc(Cl)cc1S(=O)(=O)n1cnc2ccccc21	100	96	2	0.1	92	100	111	109
Cc1[nH]nc(SCC(=O)N2CCOCC2)c1[N+](=O)[O-]	108	101	0	-0.1	108	106	108	98
CCN(CC)C(=O)/C(=C/c1cn(S(=O)(=O)N(C)C)c2ccccc12)NC(=O)c1ccc(OC)cc1	111	105	1	0.0	109	104	106	112
Cc1cc(C)cc(NC(=O)c2cc(=O)c3ccccc3o2)c1	100	94	32	0.0	106	101	100	109
COCCNC(=O)C(c1ccco1)N(C(=O)Cn1nnc2ccccc21)c1cc(C)ccc1C (configuration not stated)	106	97	1	0.0	101	107	100	102

Exported field by field: part of the list above.
> CCOc1ccc(C(=O)NCC(=O)NC(C)CCc2ccccc2)cc1OCC (configuration not stated)
- AGP1 TOR yeast: 97
- RPL19A TOR yeast: 112
- AHR act: /
- Efflux pump mplx: 0.3
- CIT2-GFP yeast: 97
- MEP2 TOR yeast: 109
- LAP4 TOR yeast: 89
- CR mimetic SO: 85
> CCOc1ccccc1NC(=O)N1C2CCCC1CC(NC(=O)C1CC1)C2 (configuration not stated)
- AGP1 TOR yeast: 99
- RPL19A TOR yeast: 101
- AHR act: 3
- Efflux pump mplx: -0.1
- CIT2-GFP yeast: 96
- MEP2 TOR yeast: 100
- LAP4 TOR yeast: 102
- CR mimetic SO: 101
> OC(COc1cccc(OCC(O)CN2CCCC2)c1)CN1CCCC1 (configuration not stated)
- AGP1 TOR yeast: 97
- RPL19A TOR yeast: 94
- AHR act: -1
- Efflux pump mplx: 0.0
- CIT2-GFP yeast: 103
- MEP2 TOR yeast: 98
- LAP4 TOR yeast: 98
- CR mimetic SO: 112

Continued.
SMILES	AGP1 TOR yeast	RPL19A TOR yeast	AHR act	Efflux pump mplx	CIT2-GFP yeast	MEP2 TOR yeast	LAP4 TOR yeast	CR mimetic SO
O=C(O)c1ccc(Nc2ccc(F)c(F)c2)c([N+](=O)[O-])c1	89	112	1	0.3	116	117	85	145
Cc1cc(C)n2nc(NCc3ccccc3)nc2n1	88	94	-6	-0.1	/	93	92	110
COc1ccccc1N(CC(=O)NCCSC(C)(C)C)S(C)(=O)=O	106	99	8	0.0	102	110	103	105
COC(=O)c1sc2ncn(-n3c(C)ccc3C)c(=O)c2c1C	91	98	-2	0.2	99	105	85	89
O=C(O)CNC(=O)/C=C/c1c(Cl)cccc1Cl	113	107	1	0.0	110	111	107	98
C/C(=N\NC(=O)c1ccc(N/N=C(\C)c2ccncc2)cc1)c1ccncc1	110	107	-2	-0.1	110	114	102	106
Cc1ccccc1C(=O)NC1CCN(Cc2nnnn2Cc2ccccc2)CC1	99	97	-1	0.1	99	101	100	100
Fc1ccc(Cn2nnnc2C(c2cccs2)N2CCN(C3CCCCC3)CC2)cc1 (configuration not stated)	96	93	0	0.1	96	96	95	112
Cc1cc(C)c2c3c(sc2n1)C(=O)N(Cc1ccccc1)CC(=O)N3	98	99	7	0.2	96	95	89	114
O=C1NC[C@H](c2ccccc2)OC(=O)[C@H](Cc2ccc(F)cc2)CC/C=C/C[C@@H]1CC(=O)N(CCO)Cc1ccccc1	91	91	-1	0.2	84	90	97	122
Cc1ccc(N(CC(=O)NCc2ccccc2)C(=O)CCC(=O)Nc2nccs2)cc1	109	104	2	-0.1	111	108	100	115
CC(C)(C)c1ccc(C(=O)NCc2ccc(Cl)cc2)cc1	100	100	2	0.1	94	102	103	90
Cc1ccc(Oc2ncc(-c3ccc(Cl)cc3)cn2)cc1	99	98	-3	-0.3	88	97	103	109
Cc1ccc(N2CN(CCC3=CCCCC3)CNC2=S)cc1	97	96	2	0.0	85	98	117	100
CC(/C=C/c1ccc2c(c1)OCO2)=N/NC(=O)c1cccnc1	103	113	46	0.0	105	102	93	99
O=C(CCCn1nnnc1CN1CCOCC1)N1CCC(c2ccc(F)cc2)C1 (configuration not stated)	99	95	0	0.0	101	114	102	103
CCCN1CCC(=O)N([C@H](CSc2ccccc2)CC(C)C)CC1	100	101	5	0.0	95	105	97	107
Cc1cc(N)c2cc(NC(=O)/C=C/c3ccccc3Cl)ccc2n1	103	95	-3	0.0	101	97	108	87
CCC(CC)NC(=O)Cc1ccccc1[N+](=O)[O-]	111	107	26	-0.2	103	98	85	96
Cc1cccc(-c2nc3c(c(SCC(=O)N4CCCC4)n2)COC(C)(C)C3)c1	107	106	0	-0.1	107	109	110	91

3 structures out of the list, ordered by number of heavy atoms, ascending.
SMILES	AGP1 TOR yeast	RPL19A TOR yeast	AHR act	Efflux pump mplx	CIT2-GFP yeast	MEP2 TOR yeast	LAP4 TOR yeast	CR mimetic SO
CC(C)(C)c1ccc(C(=O)NCc2ccc(Cl)cc2)cc1	100	100	2	0.1	94	102	103	90
CCOc1ccc(C(=O)NCC(=O)NC(C)CCc2ccccc2)cc1OCC (configuration not stated)	97	112	/	0.3	97	109	89	85
CCN(CC)C(=O)/C(=C/c1cn(S(=O)(=O)N(C)C)c2ccccc12)NC(=O)c1ccc(OC)cc1	111	105	1	0.0	109	104	106	112

Additional records follow.
SMILES	AGP1 TOR yeast	RPL19A TOR yeast	AHR act	Efflux pump mplx	CIT2-GFP yeast	MEP2 TOR yeast	LAP4 TOR yeast	CR mimetic SO
COc1ccc(C)cc1NC(=O)CCCN1C(=S)NC(C)(C)CC1C (configuration not stated)	94	100	14	0.4	93	96	98	100
COc1ccccc1-c1cnnc(N/N=C/c2ccc(-c3cccc(Br)c3)o2)n1	98	95	22	-0.1	92	95	98	108
CC1CCCCC1NC(=O)COC(=O)c1cccn1C (configuration not stated)	89	100	0	0.2	98	105	99	130
Cc1ccc(OCCn2c(C)nc3ccccc32)cc1	107	108	4	-0.1	108	118	108	100
CCn1nnc(NC(=O)COc2ccc([N+](=O)[O-])cc2)n1	96	97	1	0.1	96	100	97	95
CCOc1ccccc1C(=O)Nc1ccc(S(=O)(=O)Nc2cc(OC)nc(OC)n2)cc1	96	104	5	0.0	99	100	95	112
C#CCSc1nnc(-c2ccc(C)cc2)o1	100	99	-7	-0.1	91	92	110	96
Cc1cccc(-c2noc(CCC(=O)NC3CCCCC3)n2)c1	104	92	-4	-0.4	103	96	105	96
Cc1cccc2c1NC(=O)C2=Nc1ccc(Cl)cc1	91	90	8	-0.1	101	92	80	92
Cc1ccc2nc(SCc3cn4c(C)cc(C)nc4n3)[nH]c2c1	101	108	62*	-0.1	101	99	93	97
CC(C)(C)OC(=O)N1Cc2ccccc2C[C@H]1C(=O)O	101	100	7	-0.1	103	105	104	108
O=C1C(=O)N(CCS(=O)(=O)c2ccccc2)c2ccc(Cl)cc21	111	110	2	0.0	116	105	115	124
Cc1ccc(CNC(=O)C(=O)NCC(c2ccco2)N2CCOCC2)cc1 (configuration not stated)	95	107	1	-0.1	114	92	82	104
COc1cccc(CN2CC(C(=O)N(C)C3CCOCC3)CCC2=O)c1 (configuration not stated)	98	97	1	-0.1	100	95	95	92
COc1ccc(N(C)S(=O)(=O)c2cccc(C(=O)Nc3nnc(C4CC4)s3)c2)cc1	84	90	4	0.1	93	106	86	96
Cc1cc(Cl)c(C(=O)Nc2cccc(C(F)(F)F)c2)c(C)n1	99	98	3	-0.1	100	107	91	90
Cc1cccc(NC(=S)NNC(=O)c2ccccc2OC(F)F)c1	101	96	116*	-0.1	99	102	100	85
O=P(c1ccccc1)(c1ccccc1)c1cc(S(=O)(=O)O)ccc1O	108	114	/	-0.4	104	107	102	96
CCOC(=O)c1sc(NC(=O)C2CSC3(C)CCC(=O)N23)nc1C (configuration not stated)	115	114	2	0.1	105	137	132	105
COc1ccccc1C(=O)Nc1ccccc1N1CCN(S(C)(=O)=O)CC1	104	94	4	-0.3	97	99	101	92
Cc1nc(N2CCN(c3ccccn3)CC2)c2c(C)c(C(=O)Nc3ccccc3F)sc2n1	102	100	3	0.1	97	97	98	101
O=C(CSc1ccc2nnc(-c3ccccn3)n2n1)NCC1CCCO1 (configuration not stated)	99	99	-1	-0.3	101	95	94	96
Cc1nc(C(C)NC(=O)c2cc(COc3ccc(C)c(C)c3)on2)c(C)s1 (configuration not stated)	?	17*[may fluoresce violet]	19	-0.1	?	147[may fluoresce violet]	71[may fluoresce violet]	116
CC(C)c1ccc(/C=N\NC(=O)c2ccc(Cn3cccn3)o2)cc1	99	104	23	-0.6	99	109	92	104
Cc1nc2ccc(S(=O)(=O)NCC(=O)NCCc3ccc(Cl)cc3)cc2s1	101	96	2	0.1	95	91	94	116
O=C(CSc1nnc(Cc2ccccc2)o1)NC1CCCCC1	109	97	-2	0.1	100	104	96	106
O=C(O)c1ccc2c(=O)n(-c3ccc(F)cc3)c(=S)[nH]c2c1	103	100	3	-0.2	107	106	108	95
O=C1C(C2=NC(c3ccccn3)C3C(=O)N(c4ccc(OC(F)(F)F)cc4)C(=O)C23)=C(O)c2ccccc21 (configuration not stated)	97	93	-1	0.0	92	97	113	91
COc1ccc(NC(=O)CCN2CCN(S(=O)(=O)c3cc(Cl)ccc3Cl)CC2)cc1	103	97	-1	-0.1	102	96	102	92
Cc1cc2n(n1)C(c1ccc(N(C)C)cc1)Nc1ccccc1-2 (configuration not stated)	93	97	82*	0.1	93	98	101	89
O=C(O)/C=C/C(=O)NC1CCS(=O)(=O)C1 (configuration not stated)	101	96	-2	3.3	93	106	102	92
Cc1cccc(-c2nc(CN3CCCC(C(=O)NC4CCC(C)CC4)C3)c(C)o2)c1 (configuration not stated)	98	102	1	0.2	99	94	92	101
Cc1nn(CC(O)Cn2cnc3c2c(=O)n(C)c(=O)n3C)c(C)c1Br (configuration not stated)	92	97	4	0.0	98	96	94	102
COc1ccc(N2CCN(C(=O)c3ccc(N4CCCCS4(=O)=O)cc3)CC2)cc1	58	81	2	0.2	79	77	80	83

Assay outcomes from PubChem.
